Screens from PubChem.
Vif-APOBEC3G blk – inhibitors of Vif-APOBEC3G interaction | Potency, µM (top dose mostly 46.1 µM), for inactives: top-dose activity, negative = active, actives largely listed as inhibitors | Q9HC16 | 410,000 compounds, 0.076% hits | HeLa A3G-eYFP + Vif (tagged APOBEC3G with the HIV-1 protein that degrades it), YFP fluorescence, overnight;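 note: % is set by controls: 0 for no effect and ±100 for the full control effect; nearly all actives have a fitted effect of over 60% in size; hits raise eYFP signal because A3G escapes Vif-driven loss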
Target sequence (Q9HC16 whole entry, looked up): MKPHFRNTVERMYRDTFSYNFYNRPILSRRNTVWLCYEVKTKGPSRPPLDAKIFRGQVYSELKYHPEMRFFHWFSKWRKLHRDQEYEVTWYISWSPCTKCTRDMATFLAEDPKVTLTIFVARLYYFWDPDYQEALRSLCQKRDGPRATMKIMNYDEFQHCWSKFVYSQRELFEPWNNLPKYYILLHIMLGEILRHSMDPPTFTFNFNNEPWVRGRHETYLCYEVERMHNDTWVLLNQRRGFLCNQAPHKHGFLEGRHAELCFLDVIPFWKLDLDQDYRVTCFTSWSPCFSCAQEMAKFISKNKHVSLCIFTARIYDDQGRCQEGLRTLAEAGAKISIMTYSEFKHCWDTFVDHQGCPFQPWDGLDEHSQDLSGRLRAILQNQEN
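HeLa cells stably expressing Vif and C-terminally eYFP-tagged A3G, seeded overnight at 37 deg C, then exposed to compound by pintool overnight at 37 deg C. Rise in yellow fluorescence (Ex 488/Em 500-530, Acumen) marks blocked Vif-driven A3G degradation.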
Glioma ERSR ind – inducers of ER stress response in human glioma cells; U87-MG GRP78 promoter luciferase reporter, 16 h; Potency, µM, for inactives: at the highest dose activation, actives largely listed as activators; 420,000 compounds, 0.02% hits; AID 602332; note: series mostly up to about 76 µM; % of control where 0% means no effect; nearly all actives have a fitted effect of over 35% in size
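ERSR induction read as luciferase luminescence (Bright-Glo, 10 min at room temperature) in stably transfected human U87-MG glioma cells exposed to compounds for 16 h, using GRP78 as sensor.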
Vif-A3F inh – blocks the Vif interaction with APOBEC3F; HeLa A3F-eYFP + Vif (tagged APOBEC3F with the HIV-1 protein that degrades it), YFP fluorescence increase; Potency, µM (titrated, usually from 46.1 µM), inactives show top-dose activity, negative = active; 390,000 compounds, 0.2% hits; note: % of control where 0% means no effect; nearly all actives have a fitted effect of over 65% in size
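Fluorescence increase (Ex 488/Em 500-530) after overnight compound treatment at 37 deg C flags inhibition of Vif-driven A3F-eYFP loss in stable HeLa A3F-eYFP/Vif cells seeded overnight beforehand.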
Starred values were filed as active, the others as inactive; ? = inconclusive; & = joins results of further samples. Calls come from the whole dose curve; as a rule, active = well fitted curve in the direction sought with a large enough effect; inconclusive = small, poorly fitted or top-dose-only effect, or another doubt; inactive = no such curve, though single readings can be large; an effect the other way counts as inactive or inconclusive. Potency is the fitted concentration of half-maximal effect.

no.	mol	Vif-APOBEC3G blk	Glioma ERSR ind	Vif-A3F inh
1	CC[C@]12c3[nH]c4ccc(OC)cc4c3CCN1C(=O)C(CC(=O)NCCCOC)C[C@@H]2C(=O)N1CCN(C(=O)C2CC2)CC1 (stereo partly specified)	6%	-4%	2%
2	OC[C@@H]1[C@@H](c2ccc(Cl)cc2)C(c2cccc(Cl)c2)=NN1c1ccccc1	?	-11%&1%	4%
3	Cc1noc(C)c1NC(=O)Nc1ccc2c(c1)C(=O)N([C@H](C)CO)C[C@H](C)[C@@H](CN(C)C(=O)Nc1ccc3c(c1)OCO3)O2	0%	1%	-5%
4	COc1ccc(Cc2cc(NCc3ccccc3)c3ncn(C(C)C)c3c2)cc1	0%	0%	-10%
5	Nc1ncnc2c1ncn2[C@@H]1O[C@H](CNS(=O)(=O)c2cc(S(=O)(=O)c3ccccc3)cs2)[C@@H](O)[C@H]1O	0%	-3%	13%
6	CCOC(=O)C1C(C(=O)OC)=C(C2=CCCCC2)c2ccccc2N1S(=O)(=O)C(F)(F)F (stereo unspecified)	0%	0%&-1%	-5%
7	CC(C)(C)NC(=O)C[C@H]1C[C@H](C(=O)N2CCCCC2)[C@@]2(CCc3ccccc3)c3[nH]c4ccc(Cl)cc4c3CCN2C1=O	-7%	0%	-13%
8	O=C(Cc1ccc(NC(=O)C2CCCN(C(=O)C3CCCCC3)C2)cc1)Nc1cccc(C(=O)N2CCCC2)c1 (stereo unspecified)	-2%	0%	5%
9	COc1ccc2c(c1)c(CCNNC(=O)C(C)(C)C)c(C)n2C(=O)c1ccc(Cl)cc1	-13%	-3%	1%
10	C=CS(=O)(=O)N(Cc1ccccc1Br)[C@H](CO)CC(C)C	-22%&-2%	-1%&-4%	-2%
11	Clc1ccc(Nc2nc(-c3ccncc3)cs2)cc1	1%	2%	-6%
12	C=CC[C@H](CC(=O)NCCO)C(=O)NC[C@@H](OC(=O)[C@@H](CC=C)Cc1ccc(F)cc1)c1ccccc1	-5%	-4%	1%
13	COc1ccc(C(=O)Nc2cccc(S(=O)(=O)N(C)C)c2)cc1S(=O)(=O)N1CCOCC1	1%	-3%	-2%
14	CCCC[C@@H]1C[C@H]1[C@@H](NC(=O)c1ccco1)c1ccccc1C(F)(F)F	-7%	-2%	-2%
15	COc1ccc(/C=C(/C(=O)N2CCCCC2C(=O)O)c2ccc(OC)c(OC)c2)cc1 (stereo unspecified)	1%	-6%	0%
16	C[C@H](CO)N1C[C@H](C)[C@@H](CN(C)Cc2ccc(Oc3ccccc3)cc2)Oc2c(NS(=O)(=O)c3cn(C)cn3)cccc2C1=O	-5%	3%	5%
17	CCCCN1CCC(CN2C(=O)C(=O)NC[C@@H]2Cc2ccccc2)CC1	0%	-4%	1%
18	CC[C@@H]1C(c2cccc(C)c2)=NN(c2ccccc2)[C@H]1C(=O)N1CCOC1=O	0%	-2%&-7%	-1%
19	O=C(C(=O)N1CCN(Cc2ccccc2)CC1)c1c[nH]c2ccccc12	0%	-2%	4%
20	CC[C@@]1(C(=O)OC)N[C@H](CN(C)C(=O)c2ccc(F)cc2)[C@@H]2C(=O)N(C)C(=O)[C@@H]21	4%	-4%	-5%
21	CN(Cc1ccccc1)C(=O)c1[nH]cnc1C(=O)NC1CCN(C(=O)OC(C)(C)C)CC1	1%	-3%	4%
22	C[C@H](CO)N1C[C@H](C)[C@@H](CN(C)C(=O)Nc2ccccc2)Oc2ccc(NS(=O)(=O)c3cn(C)cn3)cc2C1=O	6%	-2%	7%
23	CCOC(=O)C[C@H]1c2ccccc2S(=O)(=O)N1Cc1cc(OC)c(OC)c(OC)c1	-2%&-2%	-3%&-3%	-4%
24	CN(C(=O)c1cccc(NC(=O)Cc2cccc(NC(=O)C3CCN(C(=O)c4ccccc4)CC3)c2)c1)C1CCCC1	0%	10%	3%
25	COc1ccc(C#Cc2c(-c3ccsc3)oc3ccc(N4CCOCC4)cc23)cc1	-4%	1%	6%
26	CC[C@]12c3[nH]c4ccc(Cl)cc4c3CCN1C(=O)[C@@H](CC(=O)NCCC1=CCCCC1)C[C@@H]2C(=O)N1CCN(C(=O)c2ccco2)CC1	-8%	3%	10%
27	CC(C)(C)OC(=O)C[C@H]1C/C=C\C[C@@H](CC(=O)N[C@@H](CO)Cc2ccccc2)C(=O)N2CCC[C@@H]2COC1=O	0%	-3%	0%
28	COc1ccc(S(=O)(=O)N(C)C[C@H]2Oc3c(NC(=O)Nc4ccc(C(F)(F)F)cc4)cccc3C(=O)N([C@H](C)CO)C[C@@H]2C)cc1	-15%	1%	0%
29	O=C(NCc1cc(C(F)(F)F)ccc1Cl)c1cccc2c1C(=O)c1ccc(N3CCOCC3)cc1S2(=O)=O	3%	-5%	10µM*
30	COC(=O)c1ccc2nc(C3CCCCC3)c3c(c2c1)CCC3	-1%	-5%	-7%
31	CC(C)CCN1CCC(CN2C(=S)NC[C@@H]2Cc2ccccc2)CC1	0%	-1%	5%
32	O=C(NCc1ccccc1)C1=C[C@@H](c2ccc3c(c2)OCO3)C[C@@H](OCCCCO)O1	0%	2%	0%
33	O=C(C[C@@H]1C/C=C\C[C@H](NC(=O)OCC2c3ccccc3-c3ccccc32)C(=O)OC[C@H]2CCCN2C1=O)N[C@H](CO)Cc1ccccc1	-8%	3%	4%
34	CNC1(C)[C@H]2CC[C@H](C2)C1(C)C (stereo partly specified)	-3%	-2%	0%
35	CCCCN1CC[C@H]2C=CC[C@@H](C(=O)Nc3ccc(Cl)cc3Cl)[C@H]2C1=O	-1%&-3%	-4%&-1%	4%
36	COC(=O)[C@H]1[C@H](CCc2ccccc2)NC(=O)N(Cc2ccccc2)[C@@H]1C	2%	-1%	2%
37	Fc1ccc2cnc(-c3cccnc3)cc2c1	1%	4%	5%
38	CC[C@]12C(=O)N(C)C[C@H]([C@@H]3C(=O)N(C)C(=O)[C@@H]31)N2C(=O)c1ccc(Cl)cc1	4%	-3%	2%
39	CCOC(=O)[C@H]1[C@H]2COc3ccccc3[C@@H]2N2C(=O)CN(Cc3ccc(C)cc3)C(=O)[C@@]12C	0%	-2%	?
40	COC(=O)c1ccc2c(c1C(=O)OC)CN(S(=O)(=O)C(C)(C)C)[C@@H]2CCO	-1%	1%	0%
41	CCOC(=O)C1Oc2ccccc2C(c2ccoc2)=C1C(=O)OC (stereo unspecified)	0%	5%&8%	-1%
42	CC1CCN(c2ccc3c(c2)S(=O)(=O)c2cccc(C(=O)NC4CC4)c2C3=O)CC1	-7%	3%	-4%
43	O=C1OCCN1C(=O)[C@H]1[C@H](c2ccc(Cl)cc2)C(c2ccccc2)=NN1c1ccc(Br)cc1	-2%	-1%&0%	2%
44	O=C1c2ccccc2N[C@@H]2C=CC[C@@H]2N1O	-2%	2%	-8%
45	CC1(C)CC[C@@]23CC[C@]4(C)[C@@](OC2=O)(C3C1)[C@H]1O[C@H]1C1[C@@]2(C)CC[C@H](O)C(C)(C)C2CC[C@]14C (stereo partly specified)	-3%	-2%	-6%
46	CCCNC(=O)c1c(CSc2ccc(Cl)cc2)noc1C(=O)NCc1ccccc1	1%	-6%	0%
47	CCCN1C(=O)C(=O)c2cc(C)ccc21	-7%	-6%	-14%
48	CCN(CC)C(=O)c1nc[nH]c1C(=O)O[C@@H](C)c1ccccc1	1%	-5%	-1%
49	CCCCCCCCN1[C@@H](CC(=O)OCC)c2cc(C(F)(F)F)ccc2S1(=O)=O	4%	-3%	-2%
50	CCN(C[C@H]1N[C@@](Cc2ccccc2)(C(=O)OC)[C@H]2C(=O)N(C)C(=O)[C@@H]12)S(=O)(=O)c1ccc(C(F)(F)F)cc1	-8%	-2%	7%

Further entries follow.
no.	mol	Vif-APOBEC3G blk	Glioma ERSR ind	Vif-A3F inh
51	O=C(NCc1ccc(F)cc1)c1ccc2c(c1)S(=O)(=O)c1ccccc1C2=O	3%	-2%	1%
52	COc1ccc(CNC(=O)C2(CC3CC(c4ccccc4)=NO3)CCN(C(=O)Cc3ccc(F)cc3)CC2)cc1 (stereo unspecified)	-9%	-1%	3%
53	O=C1OCCN1C(=O)[C@H]1[C@H](c2ccc([N+](=O)[O-])cc2)C(c2ccccc2)=NN1c1ccc(Br)cc1	-1%	-3%&-3%	0%
54	C#Cc1ccc([C@H]2C=C(C(=O)O)O[C@@H](OCCCCO)C2)cc1	0%	-3%	5%
55	O=C1[C@@H](Oc2ccccc2)[C@@H](c2cccnc2)N1c1ccccc1	?	-2%	-7%
56	COC(=O)[C@H](Cc1ccc(O)cc1)NC(=O)Cn1cnc(C(=O)Nc2ccc(C)c(C)c2)n1	-5%	-1%	-2%
57	COc1ccc(C2=C(c3ccc(OC)c(OC)c3)CN3CCCCC3C2)cc1 (stereo unspecified)	1%	-5%	3%
58	CCOC(=O)C1=CN(Cc2cccc(-c3ccc(Cl)nc3)c2)S(=O)(=O)N(C)C1C (stereo unspecified)	-5%	-3%	5%
59	CN(C)CCCNC(=O)C[C@H]1C[C@H](C(=O)N2CCOCC2)[C@@]2(C)c3[nH]c4cc(-c5ccco5)ccc4c3CCN2C1=O	7%	2%	-7%
60	C1=C(c2ccccc2)Nc2ncnn2C1c1ccccc1 (stereo unspecified)	-6%	-3%	2%
61	COc1ccc(S(=O)(=O)Nc2cccc3c2O[C@@H](CN(C)CC2CC2)[C@@H](C)CN([C@@H](C)CO)C3=O)cc1	4%	-3%	3%
62	CC[C@@]1(C(=O)OC)N[C@H](CN(C)C(=O)COC)[C@@H]2C(=O)N(Cc3ccccc3)C(=O)[C@@H]21	1%	4%	-7%
63	COc1ccc(S(=O)(=O)Nc2ccc3c(c2)C(=O)N([C@H](C)CO)C[C@H](C)[C@@H](CN(C)S(=O)(=O)c2ccc(F)cc2)O3)cc1	1%	-3%	7%
64	Cc1cc(=O)oc2c(O)c(O)ccc12	1%	28µM*	-2%
65	CC1(c2nnc(-c3cccc(Cl)c3)o2)CC(c2ccc(C#N)cc2)=NO1 (stereo unspecified)	4%	-1%	1%
66	C[C@H](O)[C@@H]1C(=O)N2CCc3ccc(N4CCN(C)CC4)cc3[C@@H]2C[C@@H]1N(C)C(=O)c1ccc(C#N)cc1	-3%	0%	2%
67	COC(=O)[C@@]12CCCCN1[C@H](c1ccc(-c3ccc(F)cc3)c(OC)c1)[C@H]1C(=O)N(C)C(=O)[C@H]12	-3%	-2%	-1%
68	C=CC[C@H](CC(=O)N(CCO)Cc1ccccc1)C(=O)N[C@H](COC(=O)[C@H](CC=C)CC(=O)OC(C)(C)C)Cc1c[nH]c2ccccc12	-11%	-1%	-5%
69	C[C@@]12C(=O)N(c3ccc(Cl)cc3)C(=O)N1[C@@H]1c3ccccc3OC[C@@H]1[C@H]2c1ccccc1	-6%	-5%	3%
70	Cc1ccccc1Oc1ccc2c(c1)[C@@H]1C[C@H]3[C@@H](C(=O)N1CC2)[C@H](C)ON3C	-2%	-4%	4%
71	C#CCNC(=O)C1=C[C@H](c2ccc3c(c2)OCO3)C[C@H](OCCCCO)O1	-1%	3%	0%
72	CN(C(=O)c1ccc(NC(=O)Cc2ccc(NC(=O)C3CCN(C(=O)C4CCCC4)CC3)cc2)cc1)C1CCCC1	0%	-1%	5%
73	CN(C)C(=O)CCc1ccc2c3c([nH]c2c1)[C@]1(CCC2CCCC2)[C@@H](C(=O)N2CCOCC2)C[C@H](CC(=O)NCc2ccco2)C(=O)N1CC3	-3%	-1%	3%

The list is partial; rates above refer to the full screens.
